hERG rescue = hERG (human) protection from proarrhythmic block. Q12809. CHO-hERG, FluxOR thallium flux, dofetilide IC70 present. activation (rescue from dofetilide block), less the hit threshold, % at 10 µM. actives 0.51% (n = 310,000);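 active = activation above the mean of controls blocked by dofetilide plus 5 SD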;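 also: thallium influx through hERG after potassium depolarization seen as dye fluorescence rise; in these data hits start at about 4.7%; inactives centre near -7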
TRPC4 potent = allosterically enhances the mouse TRPC4 cation channel; B-score at 10 µM; actives 0.42% (n = 310,000); Q9QUQ5; HEK293 TRPC4beta/mu-opioid, DAMGO EC20, Fluo-4 Ca2+ flux; stronger effect = higher value;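 active = B-score of calcium response area above 5 SD of library B-scores, with initial fluorescence ratio within 5 SD of library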;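 also: B-score of integrated fluorescence ratio over time as area under calcium response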
KCNQ1 block = human KCNQ1 channel inhibition; CHO-K1 KCNQ1, FluxOR thallium flux fluorescence; stronger effect = higher value; B-score at 10 µM; actives 1.3% (n = 310,000);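 active = compounds whose thallium flux B-score, printed positive for inhibition, exceeds three library SD while starting fluorescence stays within three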;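 also: channel opened by potassium depolarization with thallium stimulus after 20 min compound exposure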
Target sequence (P51787 whole entry, looked up): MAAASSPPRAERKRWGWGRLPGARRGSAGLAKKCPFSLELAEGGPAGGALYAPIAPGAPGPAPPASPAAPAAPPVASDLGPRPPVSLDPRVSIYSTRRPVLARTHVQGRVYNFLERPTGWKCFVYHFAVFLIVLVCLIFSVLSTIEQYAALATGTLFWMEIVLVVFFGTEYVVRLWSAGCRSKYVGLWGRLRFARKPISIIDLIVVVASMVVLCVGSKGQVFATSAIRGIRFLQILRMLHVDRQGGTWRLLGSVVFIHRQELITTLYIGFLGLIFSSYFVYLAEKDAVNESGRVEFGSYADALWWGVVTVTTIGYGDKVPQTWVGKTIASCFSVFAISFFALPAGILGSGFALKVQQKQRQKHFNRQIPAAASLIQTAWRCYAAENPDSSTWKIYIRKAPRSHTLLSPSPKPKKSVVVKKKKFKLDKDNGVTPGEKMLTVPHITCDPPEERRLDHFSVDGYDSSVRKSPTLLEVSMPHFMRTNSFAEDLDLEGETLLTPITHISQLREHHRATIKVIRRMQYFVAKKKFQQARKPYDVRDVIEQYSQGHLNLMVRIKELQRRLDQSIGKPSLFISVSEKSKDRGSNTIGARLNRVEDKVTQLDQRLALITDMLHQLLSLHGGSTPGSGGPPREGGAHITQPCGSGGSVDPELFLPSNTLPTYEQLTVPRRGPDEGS
KCNQ1 pot = human KCNQ1 channel potentiation or activation | P51787 | CHO-K1 KCNQ1, thallium flux FluxOR fluorescence; stronger effect = higher value | B-score at 10 µM | actives 0.35% (n = 310,000) | AID 2648;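 active = fluorescence ratio B-score, a plate-corrected score, at least three library SD, with initial intensity B-score within 5 SD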
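Assay system: stable KCNQ1 CHO-K1 line; medium: assay buffer, equal DMSO in all wells; timing: 90 min dye loading and 20 min compound exposure, both at room temperature; technique: kinetic FluxOR thallium fluorescence, 10-s 1-Hz baseline, 110-s post-stimulus read; read-out basis: B score of baseline-normalized fluorescence ratio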
KCNK3 inh = human KCNK3 channel inhibition, primary screen | O14649 | CHO-KCNK3 thallium flux, FluxOR fluorescence; stronger effect = lower value | B-score at 10 µM | actives 0.84% (n = 340,000) | AID 602410;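 active = B-score under library mean minus 4 SD, starting fluorescence ratio at most library mean plus 5 SD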;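 also: more negative B-score means stronger inhibition of thallium flux through KCNK3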
TRPC4 inh = TRPC4 (mouse) channel inhibition. Q9QUQ5. HEK293 TRPC4beta/mu-opioid, DAMGO-evoked Fluo4 calcium flux; stronger effect = lower value. B-score at 10 µM. actives 0.39% (n = 300,000);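 active = B-score over 3 SD under the library average, no early fluorescence shift, positive overall ratio signal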
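Material: HEK293 cells with stable TRPC4beta plus mu-opioid receptor expression / Probe or stimulus: DAMGO in two steps, submaximal then maximal / Compound: single concentration per test compound / Technique: kinetic Fluo4 fluorescence imaging of calcium influx / Read-out: per-well B score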
KCNK9 inh = inhibitors of human KCNK9 two-pore domain potassium channel | HEK293 KCNK9, FluxOR thallium flux fluorescence; stronger effect = lower value | actives 1.2% (n = 310,000) | Q9NPC2 | B-score at 10 µM;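 active = ratio B-score over 3 SD below the library mean, with starting fluorescence within 5 SD of its mean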;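 also: negative B-score means less thallium flux so channel inhibition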
Target sequence (Q9NPC2 whole entry, looked up, the tested form may be a part): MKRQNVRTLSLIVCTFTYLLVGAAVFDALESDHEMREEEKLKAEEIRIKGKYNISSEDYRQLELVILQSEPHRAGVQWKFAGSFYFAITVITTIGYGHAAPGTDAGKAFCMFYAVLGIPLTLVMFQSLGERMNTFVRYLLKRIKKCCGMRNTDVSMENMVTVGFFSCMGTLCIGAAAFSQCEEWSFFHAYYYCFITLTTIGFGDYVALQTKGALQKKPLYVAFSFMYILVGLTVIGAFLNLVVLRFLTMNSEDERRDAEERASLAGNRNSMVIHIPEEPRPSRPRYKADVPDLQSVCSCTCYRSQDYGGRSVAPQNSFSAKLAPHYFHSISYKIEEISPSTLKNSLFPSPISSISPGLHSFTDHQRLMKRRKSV
PolyA inhibitor = blocks polyadenylation in yeast reporter cells. S. cerevisiae SKY197-pL101 polyadenylation reporter, beta-gal luminescence; efflux-impaired pdr1/pdr3 knockout yeast; score 100 = 6 SD above DMSO. calls only at 12 µM. actives 0.02% (n = 300,000). AID 1875;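 active = lowest replicate activity score at least 50, where 100 means six control SD above control mean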;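 also: yeast exposed to compound for 9 h at 30 °C; higher score means more reporter readthrough which indicates perturbed polyadenylation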
Dyrk1A ADPGlo = inhibitors of rat Dyrk1A kinase | Q63470 | ADP-Glo luminescence, NFATc1 peptide | inhibition, % at 12.5 µM | actives 0.43% (n = 310,000) | AID 504441; in the data active = inhibition above about 50%;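 also: plate controls were vehicle with enzyme for no effect and no enzyme for full effect; many of its hits are not listed in these tables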
Platelet DG rel = modulates dense granule release in human platelets | inhibition, %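 (compounds screened at 7.5 µM in platelet-rich plasma)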 | AID 1663 | actives 0.22% (n = 300,000) | human platelet-rich plasma, SFLLRN dense granule ATP release, luminescence;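 active = mean replicate score, as percent of positive control, at or above 50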
TRPC4 act = opens the mouse TRPC4 cation channel; HEK293 TRPC4beta/mu-opioid, Fluo4 calcium fluorescence; stronger effect = higher value; B-score at 10 µM; actives 0.49% (n = 310,000);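 active = B-score above 5 SD of library B-scores, and initial fluorescence ratio not above library mean plus 5 SD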;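 also: positive B-score marks a calcium rise read as TRPC4 activation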
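Assay system – TRPC4beta and mu-opioid receptor HEK293 stable cells · Measured by – Fluo4 fluorescence, kinetic · Schedule – dye loading 45 min room temperature, 110 s kinetic read · Read-out – B-scored integrated calcium fluorescence ratio · Controls – buffer and maximal DAMGO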
* marks the source's active call; other numbers are inactive results; i = inactive; x = no result given. Only part of the results is shown; rates above refer to the full screens.

mol,KCNK9 inh,Platelet DG rel,KCNK3 inh,TRPC4 inh,TRPC4 act,TRPC4 potent,Dyrk1A ADPGlo,PolyA inhibitor,KCNQ1 block,KCNQ1 pot,hERG rescue
CC(C)C(NC(=O)c1ccccc1F)C(=O)NCc1ccccc1 (stereo unspecified),i,0,i,i,i,i,2,i,i,i,-5
COc1ccc(/C=N/N2CCN(C)CC2)cc1OC,i,-2,i,i,i,i,1,i,i,i,-5
Cc1ccc(O)c(NC(=O)c2cc(-c3cccs3)on2)c1,i,5,i,i,i,i,-7,i,i,i,-3
S=C1N(c2ccccc2)C(c2ccccc2)N2CCCN12 (stereo unspecified),i,-2,i,i,i,i,1,i,i,8*,-7
Cc1csc(NC(=O)CNC(=O)OCc2ccccc2)n1,i,-1,i,i,i,i,8,i,i,i,-11
O=C(COc1ncnc2sccc12)Nc1ccc2c(c1)OCCO2,i,0,i,i,i,i,4,i,i,i,-14
CC(C)OC(=O)c1cc2c(ccn2C)n1CC(=O)N1CCC(Cc2ccccc2)CC1,i,-3,i,i,i,i,3,i,i,i,-10
CCN(CC)S(=O)(=O)c1cc(C(=O)OCC(=O)Nc2cccc(C)c2C)ccc1F,i,11,i,i,i,i,-4,i,i,i,-5
CCCCc1nc(C(N)=O)c2[nH]c(=O)n(-c3ccc(OCC)cc3)c2n1,i,24,i,i,i,i,-3,i,i,i,-9
CN1CCN(CC(=O)Nc2cc(S(=O)(=O)N3CCOCC3)ccc2Cl)CC1,i,3,i,i,i,i,8,i,i,i,-14
COc1ccccc1C(=O)NCCC(=O)NCC(c1ccccc1OC)N1CCCC1 (stereo unspecified),i,0,i,i,i,i,-4,i,i,i,-16
CC1CN(c2nc3ccccn3c(=O)c2/C=C(\C#N)S(=O)(=O)c2ccccc2)CC(C)O1 (stereo unspecified),i,2,i,i,i,i,2,i,i,i,-4
NS(=O)(=O)c1ccc(NC(=O)C2(c3ccccc3)CCCC2)cc1,i,2,i,i,i,i,-2,i,i,i,-11
COc1ccc(C(C(=O)NC2CCCC2)N(CCN2CCOCC2)C(=O)c2ccc(OC)c(OC)c2)cc1 (stereo unspecified),i,7,i,i,i,i,3,i,i,i,-1
COc1cc(OC)cc(C(=O)NC2CC(C)(C)NC(C)(C)C2)c1,i,1,i,i,i,i,-8,i,i,i,-1
COc1ccc(OC)c(NC(=O)c2ccccc2N(Cc2ccccc2)S(C)(=O)=O)c1,i,0,i,i,i,i,0,i,i,i,-27
COc1ccc(C(=O)N2c3cc4c(cc3C(C)=CC2(C)C)OCO4)cc1,-11*,-8,i,i,i,i,5,i,i,i,-9
O=C(OCC(=O)N1CCCC1)c1cc(Cl)ccc1[N+](=O)[O-],i,2,i,i,i,i,5,i,i,i,-7
Cc1ccc(C(c2nnnn2CC2CCCO2)N2CCN(Cc3ccccc3)CC2)cc1 (stereo unspecified),i,-1,i,i,i,i,-1,i,i,i,-4
CC1(C)C(N(O)C(=O)Nc2ccc(Cl)cc2)N(c2ccc(Cl)cc2)C(=O)N1CC(=O)NN (stereo unspecified),i,8,i,i,i,i,-8,i,i,i,-3

Part of the list above, set out differently.
O=C(COc1ncnc2sccc12)Nc1ccc2c(c1)OCCO2
  KCNK9 inh: i	Platelet DG rel: 0	KCNK3 inh: i	TRPC4 inh: i	TRPC4 act: i	TRPC4 potent: i	Dyrk1A ADPGlo: 4	PolyA inhibitor: i	KCNQ1 block: i	KCNQ1 pot: i	hERG rescue: -14

COc1ccc(OC)c(NC(=O)c2ccccc2N(Cc2ccccc2)S(C)(=O)=O)c1
  KCNK9 inh: i	Platelet DG rel: 0	KCNK3 inh: i	TRPC4 inh: i	TRPC4 act: i	TRPC4 potent: i	Dyrk1A ADPGlo: 0	PolyA inhibitor: i	KCNQ1 block: i	KCNQ1 pot: i	hERG rescue: -27

CCCCc1nc(C(N)=O)c2[nH]c(=O)n(-c3ccc(OCC)cc3)c2n1
  KCNK9 inh: i	Platelet DG rel: 24	KCNK3 inh: i	TRPC4 inh: i	TRPC4 act: i	TRPC4 potent: i	Dyrk1A ADPGlo: -3	PolyA inhibitor: i	KCNQ1 block: i	KCNQ1 pot: i	hERG rescue: -9

(list continues)
mol,KCNK9 inh,Platelet DG rel,KCNK3 inh,TRPC4 inh,TRPC4 act,TRPC4 potent,Dyrk1A ADPGlo,PolyA inhibitor,KCNQ1 block,KCNQ1 pot,hERG rescue
CCc1cc(CNC(=O)C2CCC(=O)N(Cc3cccc(F)c3)C2)on1 (stereo unspecified),i,-10,i,i,i,i,0,i,i,i,-5
COc1ccccc1CNC(=O)c1csc(Cc2ccc(Cl)cc2)n1,i,-2,-13*,i,i,i,-5,i,i,i,-10
Cc1c(C(=O)NCCSCc2c(F)cccc2Cl)cnn1-c1ccc(F)cc1,i,16,i,i,i,i,x,i,i,i,-4
CN=C(Nc1ccc(C(=O)OC)s1)c1ccc(Cl)cc1,i,7,i,i,i,i,2,x,i,i,-19
CCCC(=O)C1=C(O)C(C(=O)OC)C(C)(C)CC1=NC(C)(C)C (stereo unspecified),i,-2,i,i,i,i,3,i,i,i,2
O=C(/C=C/c1ccco1)Nc1ccccc1C(=O)Nc1cccc(C(=O)O)c1,i,17,i,i,i,i,-2,i,i,i,-8
C=C(C)COc1ccc(-c2ncncc2-c2ccc(Br)cc2)c(O)c1,i,-2,i,i,i,i,2,i,i,i,-5
O=C(Nc1cccc(-c2csc(Nc3ccc(Cl)cc3)n2)c1)c1cc([N+](=O)[O-])cc(C(F)(F)F)c1,i,1,i,i,i,i,2,i,i,i,-3
COc1ccc(CC(NC(C)=O)C(=O)NC2CCN(C(=O)Nc3ccc(C#N)cc3)CC2)cc1OC (stereo unspecified),i,-2,i,i,i,i,-4,i,i,i,-5
O=S(=O)(c1ccc(Cl)s1)N1CCCCC1,i,0,i,i,i,i,2,i,i,i,-11
CC(=O)c1cccc(NC(=O)N2CCc3ccccc3C2)c1,i,-3,i,i,i,i,6,i,i,i,-10
Cc1cc(/C=N/NC(=O)c2ccc(CN3CCOCC3)cc2)c(C)n1-c1ccccc1,i,15,i,i,i,i,-4,i,i,i,-7
Cc1ccccc1NC(=O)c1cc(S(=O)(=O)N2CCOCC2)cs1,i,0,i,i,i,i,-7,i,i,i,-7
COc1ccc(OC)c(NC(=O)Nc2ccc(Cl)cc2)c1,i,-1,i,i,i,i,8,i,i,i,-14
Cc1ccc(CSc2nnc(CNc3ccc(F)cc3)o2)cc1,i,-1,i,i,i,i,5,i,i,i,-11
O=S(=O)(c1ccc(Cl)cc1)N1CCN(C(=S)Nc2ccc(F)c(Cl)c2)CC1,i,-29,i,i,i,i,1,i,i,i,-7
Cc1ccc(CN(C(=O)N2CCN(C)CC2)S(=O)(=O)c2ccc(C)cc2)cc1,i,5,i,i,i,i,-7,i,i,i,-3
CCCCC(CC)C(=O)Nc1ccccc1C#N (stereo unspecified),i,-1,i,i,i,i,-3,i,i,i,0
Cc1cc(NC(=O)/C=C/C(=O)N(CC(=O)NC2CCCC2)c2cccc3ccccc23)no1,i,-3,i,i,i,i,4,i,i,i,-11
CCOC(=O)CNC(=O)CCNS(=O)(=O)c1ccc2c(c1)c(=O)n(C)c(=O)n2C,i,-2,i,i,i,i,-18,i,i,i,-8
Cc1ccc(C(=O)c2ccc(N3CCOCC3)c(F)c2)cc1,i,-1,i,x,i,i,0,i,i,i,-1
Cc1ccc(C(=O)c2ccc(C(F)(F)F)cc2)cc1,i,-1,x,i,i,i,x,i,i,i,0
N#CCC(=O)N/N=C\c1ccc(OC/C=C/c2ccccc2)cc1,i,-7,i,i,i,i,0,i,i,i,-11
Cc1cc(-c2ccccc2)[nH]c(=O)c1S(=O)(=O)c1ccc(Cl)cc1,i,-2,i,i,i,i,5,i,i,i,-5
CC1CCCCN1S(=O)(=O)c1ccc(C(=O)Nc2nnc(C3=COCCO3)o2)cc1 (stereo unspecified),i,9,i,i,i,i,5,i,i,i,-5
N#Cc1ccc(/C=C2\CCn3c2nc2cc(C(=O)O)ccc2c3=O)cc1,i,-10,i,i,i,i,-1,i,i,i,-5
COc1ccc(CNC(=O)c2cnc3n(c2=O)CCS3)cc1,i,-1,i,i,i,i,5,i,i,i,-8
CC1(C)c2ccccc2N(CC(N)=O)C12C=Cc1ccccc1O2 (stereo unspecified),i,1,i,i,i,i,x,i,i,i,-9
CCCCNc1cc(=O)n(C)c(=O)n1C,i,3,i,i,i,i,2,i,i,i,-8
NC1=Nc2cccc3cccc1c23,i,8,i,i,i,i,x,i,i,i,-12
COc1ccc(C(=O)/C=C/Nc2cccc(C)n2)cc1OC,i,2,i,i,i,i,-3,i,i,i,-10
Cc1ccc2sc(-c3ccc(NC(=O)CCN4C(=O)c5ccccc5C4=O)cc3)nc2c1,i,7,x,i,i,i,x,i,i,i,-7
Cc1ccc(C2=NN(C)c3nc4ccccc4n3C2)cc1,-8.2*,-19,i,i,i,i,0,i,i,i,-12
CN1CCN(c2nnc(-c3ccccc3)c(-c3ccccc3)n2)CC1,i,-2,i,i,i,i,x,i,i,i,-8
CC(C)(O)C#Cc1ccc(C(=O)N2CCC(CCC(=O)NC3CC3)CC2)cc1,i,1,i,i,i,i,0,i,i,i,-5
COc1ccc(S(=O)(=O)N(C)CC(=O)N2CCCC2)cc1,i,-2,i,i,i,i,13,i,i,i,-1
CC(Nc1c([N+](=O)[O-])c(=O)oc2ccccc12)c1ccccc1 (stereo unspecified),i,2,i,i,i,i,37,i,i,i,-12
C[C@@H](C(=O)N1CCN(C(=O)OC(C)(C)C)CC1)n1cc(CCC(=O)O)nn1,i,-1,i,i,i,i,4,i,i,i,-1
COCCNC(=O)c1ccccc1NC(=O)Cc1ccccc1,i,-2,i,i,i,i,-2,i,i,i,-3
Cc1ccc(C)c(OCCOCCN2CCOCC2)c1,i,6,i,i,i,i,-1,i,i,i,-12
C=CCn1c(SCC(=O)NCc2ccccc2)nnc1C1CCCCC1,i,0,i,i,i,i,6,x,i,i,-3
COc1ccc(-n2ncc(C(=O)N3CCN(c4ccc(F)cc4)CC3)c2C)cc1,i,-2,i,i,i,i,x,i,i,i,-7
CN(CCOC(=O)c1ccco1)Cc1ccccc1,i,-2,i,i,i,i,-17,i,i,i,-11
